EPAC1 antagonist: qHTS for Antagonist of cAMP-regulated guanine nucleotide exchange factor 3 (EPAC1): primary screen; Rap guanine nucleotide exchange factor 3 (Homo sapiens), O95398; EPAC1 GEF assay, Rap1b-BODIPY-GDP exchange fluorescence; Potency, µM (doses to about 115 µM), for the others: at the highest dose activity change, negative = inhibition, actives largely listed as inhibitors; actives 0.14% (n = 360,000);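 also: potency is read from the fitted curve at half-maximal effect; plate controls were vehicle for no effect and positive control for full effect; nearly all actives have a fitted effect of over 50% in size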
IL2 activator: qHTS of IL-2 Activators. IL-2 activation reporter assay, cell-based qHTS; stimulated with anti-CD3/CD4/CD28 beads; in transgenic mouse T cells. activation, % (series mostly up to about 46 µM). actives 0.065% (n = 360,000). AID 652025, 2013; in the data active = activation above about 50%; inconclusive = mostly about 30% to 49%; also: 0% is about no effect
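Quantitative HTS in unstimulated transgenic mouse T cells, with memory T cells as non-tolerant control and PMA/ionomycin as tolerance-bypass control. Compound pretreatment lasted 60 minutes before 18 h bead stimulation; EGFP/DsRed fluorescence read.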
PLK1 PBD block: qHTS for Inhibitors of PLK1-PDB (polo-like kinase 1 - polo-box domain): Primary Screen | Potency, µM, without a hit: max response, negative = inhibition, usual class: inhibitors | Plk1 PBD binding of FITC phosphopeptide, fluorescence polarization | actives 2.8% (n = 360,000) | AID 720504, 2013; also: potency is read from the fitted curve at half-maximal effect; series mostly up to about 57 µM; % is scaled to controls: 0 for no effect and ±100 for the full control effect; nearly all actives have a fitted effect of over 65% in size
EPAC1 agonist: qHTS for Agonist of cAMP-regulated guanine nucleotide exchange factor 3 (EPAC1): primary screen; actives 0.073% (n = 360,000); EPAC1 agonist qHTS, biochemical assay; response scale: 100% = response to 6.5 mM cAMP; Rap guanine nucleotide exchange factor 3 (Homo sapiens), O95398; AID 720707, 2013; Potency, µM (titrated, usually from 154 µM), for inactives: top-dose activation, actives largely listed as activators; also: potency is read from the fitted curve at half-maximal effect; nearly all actives have a fitted effect of over 60% in size
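Nucleotide exchange by EPAC1 (100 nM) on Rap1B–BODIPY-GDP (250 nM) in the presence of 50 uM GDP is tracked fluorescently at 480/540 nm over 30 min. Signals are normalized to a 6.5 mM cAMP control.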
EPAC2 agonist: qHTS for Agonist of cAMP-regulated guanine nucleotide exchange factor 4 (EPAC2): primary screen; Rap guanine nucleotide exchange factor 4 (Homo sapiens), Q8WZA2; EPAC2 activation, biochemical qHTS; response scale: 100% = 6.5 mM cAMP response; Potency, µM (highest dose often 154 µM), for inactives: at the top dose activation, most hits filed as activators; actives 0.079% (n = 360,000); also: potency is read from the fitted curve at half-maximal effect; nearly all actives have a fitted effect of over 50% in size
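In this primary screen, activation is scored as increased exchange of BODIPY-GDP from Rap1B by 100 nM EPAC2, with 50 uM GDP as competitor. Signal is normalized to the 6.5 mM cAMP agonist control.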
WRN inhibitor: qHTS for Inhibitors of WRN Helicase; Potency, µM (highest dose often 114 µM), inactives show at the highest dose activity change, negative = inhibition, most hits filed as inhibitors; Bifunctional 3'-5' exonuclease/ATP-dependent helicase WRN (Homo sapiens), Q14191; actives 0.46% (n = 360,000); WRN helicase unwinding, fluorescent forked duplex, kinetic; AID 651768, 2012; also: potency is read from the fitted curve at half-maximal effect; % is scaled to controls: 0 for no effect and ±100 for the full control effect; nearly all actives have a fitted effect of over 55% in size
Target sequence (Q14191 whole entry, looked up): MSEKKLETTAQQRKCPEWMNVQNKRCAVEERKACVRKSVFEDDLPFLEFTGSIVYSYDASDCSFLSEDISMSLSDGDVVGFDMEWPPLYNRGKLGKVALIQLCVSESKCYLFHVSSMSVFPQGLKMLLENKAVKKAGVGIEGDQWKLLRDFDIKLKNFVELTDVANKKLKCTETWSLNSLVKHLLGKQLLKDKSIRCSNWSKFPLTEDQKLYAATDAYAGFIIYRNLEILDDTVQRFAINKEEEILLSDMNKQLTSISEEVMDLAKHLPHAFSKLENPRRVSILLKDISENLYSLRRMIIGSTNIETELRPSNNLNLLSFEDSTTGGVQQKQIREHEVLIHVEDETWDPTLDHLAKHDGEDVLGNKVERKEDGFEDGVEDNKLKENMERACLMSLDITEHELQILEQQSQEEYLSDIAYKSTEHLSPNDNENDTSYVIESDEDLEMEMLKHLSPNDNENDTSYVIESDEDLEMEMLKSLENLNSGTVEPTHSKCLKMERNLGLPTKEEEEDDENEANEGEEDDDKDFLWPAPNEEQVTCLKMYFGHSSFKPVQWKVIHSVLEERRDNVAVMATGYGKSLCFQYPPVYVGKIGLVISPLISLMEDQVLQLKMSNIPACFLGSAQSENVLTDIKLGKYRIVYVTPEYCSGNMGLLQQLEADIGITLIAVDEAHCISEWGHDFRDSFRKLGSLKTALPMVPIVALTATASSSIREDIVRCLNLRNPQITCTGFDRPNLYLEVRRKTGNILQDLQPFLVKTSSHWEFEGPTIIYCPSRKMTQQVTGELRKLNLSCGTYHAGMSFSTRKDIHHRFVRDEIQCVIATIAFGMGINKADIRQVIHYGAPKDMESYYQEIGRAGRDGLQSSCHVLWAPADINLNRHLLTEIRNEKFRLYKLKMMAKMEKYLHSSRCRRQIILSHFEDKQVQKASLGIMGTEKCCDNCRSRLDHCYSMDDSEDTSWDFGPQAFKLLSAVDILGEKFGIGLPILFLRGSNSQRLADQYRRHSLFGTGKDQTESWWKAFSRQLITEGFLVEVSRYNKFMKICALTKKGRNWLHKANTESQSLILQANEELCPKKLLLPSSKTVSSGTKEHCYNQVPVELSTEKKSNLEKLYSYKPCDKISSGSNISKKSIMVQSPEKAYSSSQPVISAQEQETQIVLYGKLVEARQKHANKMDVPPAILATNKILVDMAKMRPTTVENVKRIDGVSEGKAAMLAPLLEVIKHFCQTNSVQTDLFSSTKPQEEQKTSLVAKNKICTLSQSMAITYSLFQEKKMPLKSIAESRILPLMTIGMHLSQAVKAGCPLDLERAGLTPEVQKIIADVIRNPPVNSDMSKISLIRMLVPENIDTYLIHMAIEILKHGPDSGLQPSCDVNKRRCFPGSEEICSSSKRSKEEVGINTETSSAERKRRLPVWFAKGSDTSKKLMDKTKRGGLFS
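WRN at 20 nM final preincubated with compound 15 min at room temperature; reaction started with 100 nM fluorophore/quencher forked duplex oligonucleotide and 2 mM ATP final. Unwinding followed kinetically by red fluorescence (ex 525, em 598 nm).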
CCT modulator: High-Throughput Screening for Modulators of Cytosolic Chaperonin Activity | purified chaperonin ATPase assay, HTRF ADP detection, 30 min | activity change, % (concentration not given with the values), hits read low | actives 0.3% (n = 360,000); in the data active = activity change below about -30%; also: % is scaled to controls: 0 for no effect and ±100 for the full control effect
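Nucleotide hydrolysis assay: TRiC at 20–40 nM final (set by batch activity) with 10 uM ATP, 30 min at 37 °C, in presence of 76 uM compound. Detection by competitive ADP HTRF, 30 min ambient.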
PI5P4K alpha inh: qHTS for Inhibitors of phosphatidylinositol 5-phosphate 4-kinase (PI5P4K); Phosphatidylinositol 5-phosphate 4-kinase type-2 alpha (Homo sapiens), P48426; PI5P4Kalpha enzyme, ADP-Glo luminescence, 60 min; stronger effect = lower value; max response, %; actives 1.2% (n = 330,000); AID 652105, 2013; active = max response of -50% or lower; inconclusive = between -30% and -50%; inactive = -30% or higher; also: value at the top dose of about 77 µM; % is scaled to controls: 0 for no effect and ±100 for the full control effect
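PI5P4Kalpha ADP-Glo assay; 5 microM ATP final; 60 min RT reaction; HEPES pH 7.4/EGTA/CHAPS, 5% DMSO; controls lacking substrate or enzyme; luminescent end-point.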
Active calls of the source: *; u = inconclusive; x = not tested or not shown; [ ] = remark or other dose. Unless noted, calls follow the shape of the dose curve; as a rule, active = well fitted curve in the direction sought with a large enough effect; inconclusive = small, poorly fitted or top-dose-only effect, or another doubt; inactive = no such curve, though single readings can be large; an effect the other way counts as inactive or inconclusive. Not all compounds are listed; count on the stated rates, not on these rows.

SMILES | EPAC1 antagonist | IL2 activator | PLK1 PBD block | EPAC1 agonist | EPAC2 agonist | WRN inhibitor | CCT modulator | PI5P4K alpha inh
COC(=O)[C@@]1(C)[C@H]2C(=O)N(Cc3ccccc3)C(=O)[C@H]2[C@H]2CN(C)C(=NC3CCCCC3)N21 | -2% | -0.1 | -16% | -16% | 9% | 2% | -6.6 | 1
CCN1CCN(c2cc(C)c3cc(NC(=S)NCCN(C)C)ccc3n2)CC1 | -8% | -1.6 | u | -11% | -6% | -7% | -1.6 | -8
NNC(=O)CCN1CCN(Cc2ccccc2)CC1 | 9% | 1.8 | 1% | 6% | 5% | 6% | 0.2 | 1
O=C(CCSc1ccccc1)NCCSCc1ccccc1 | 3% | 1.6 | -10% | 4% | 4% | -1% | 0.6 | 16
CCn1ncc(/C=C/C(=O)Nc2c(C)nn(CC)c2C)c1C | 12% | -0.8 | -1% | -2% | 3% | 10% | -1.6 | x
CCN(CC(=O)NCc1ccc(Cl)cc1)C(=O)c1sccc1C | 4% | -0.3 | -9% | 17% | 6% | 1% | -1.0 | 4
COc1cc([N+](=O)[O-])ccc1NC(=S)Nc1cc(C(=O)OC(C)C)cc(C(=O)OC(C)C)c1 | -2% | 0.0 | -24% | -13% | -7% | -22%[57.1 µM] | -1.3 | 15
COc1ccc(OCc2cc(C(=O)N(Cc3nccn3C)C(C)C)no2)c2ccccc12 | -20% | 0.3 | 1% | -20% | 15% | 7% | 0.1 | -10
CCCCN(C)CCN1C(=O)C2C(C(=O)Nc3cccc(OC)c3)C3C=CC2(O3)C1C(=O)NC1CCCCC1C (configuration not stated) | -3% | 4.9 | -3% | 2% | 0% | -3% | -0.5 | 6
CC(C)c1ccc(NC(=O)CSc2nnc(-c3ccccn3)n2C)cc1 | -9% | -0.4 | 0% | -9% | -6% | -9% | 1.1 | 10
O=C(Nc1ccc2c(c1)OCO2)Nc1ccc(Br)cn1 | -3% | -0.1 | -3% | 5% | 1% | -9% | -1.9 | x
CCOC(=O)C1=C(c2ccccc2)Nc2ncnn2C1c1ccc(OC)c(OC)c1OC (configuration not stated) | 1% | -2.2 | -1% | -6% | 8% | -1% | 3.9 | x

Gathered by group: the entries above containing a halogen
SMILES | EPAC1 antagonist | IL2 activator | PLK1 PBD block | EPAC1 agonist | EPAC2 agonist | WRN inhibitor | CCT modulator | PI5P4K alpha inh
CCN(CC(=O)NCc1ccc(Cl)cc1)C(=O)c1sccc1C | 4% | -0.3 | -9% | 17% | 6% | 1% | -1.0 | 4
O=C(Nc1ccc2c(c1)OCO2)Nc1ccc(Br)cn1 | -3% | -0.1 | -3% | 5% | 1% | -9% | -1.9 | x

Looked up by compound from the list above, 2 records:
SMILES | EPAC1 antagonist | IL2 activator | PLK1 PBD block | EPAC1 agonist | EPAC2 agonist | WRN inhibitor | CCT modulator | PI5P4K alpha inh
O=C(CCSc1ccccc1)NCCSCc1ccccc1 | 3% | 1.6 | -10% | 4% | 4% | -1% | 0.6 | 16
CC(C)c1ccc(NC(=O)CSc2nnc(-c3ccccn3)n2C)cc1 | -9% | -0.4 | 0% | -9% | -6% | -9% | 1.1 | 10

Continuation.
SMILES | EPAC1 antagonist | IL2 activator | PLK1 PBD block | EPAC1 agonist | EPAC2 agonist | WRN inhibitor | CCT modulator | PI5P4K alpha inh
COc1ccc(S(=O)(=O)N/N=C\c2ccccc2F)cc1 | -15% | -2.4 | -19% | 14% | 10% | 0% | -2.3 | 2
COc1cc(NC(=O)CCS(=O)(=O)c2ccc3c(c2)oc(=O)n3C)cc(OC)c1OC | 2% | 1.7 | -14% | 7% | 17% | -1% | -1.7 | -29
CC(=O)C(N=Nc1ccccc1)(Sc1nnc(-c2ccccc2)n1-c1ccccc1)C(=O)Nc1ccccc1 (configuration not stated) | 2% | -1.3 | -1% | -3% | 5% | -6% | -1.5 | -2
Nc1ccc(-n2nncc2-c2ccco2)cc1 | 10% | 3.2 | 0% | -2% | 1% | -13% | 2.2 | x
COc1ccc(Nc2nc(N)nc(COc3ccc(OC)cc3)n2)cc1 | 0% | -2.3 | -6% | 0% | -5% | 6%[57.1 µM] | -0.3 | 0
COc1ccc(NC(=O)C2Cc3ccccc3C(=O)O2)cc1 (configuration not stated) | -7% | 0.7 | -5% | -6% | 11% | 2% | -1.4 | -2
CCOc1ccc2nc(N3CCC(C(=O)N4CCN(C(=O)c5ccco5)CC4)CC3)sc2c1 | -16% | 0.2 | -10% | 1% | 11% | -6% | -2.9 | 0
O=C(c1csc2c1CCCC2)N1CCN(c2cccc(C(F)(F)F)c2)CC1 | u | -0.5 | -1% | 11% | -5% | -9% | -0.8 | x
CC(=O)c1ccc(NC(=O)c2ccc(C)c(S(=O)(=O)N3CCOCC3)c2)cc1 | -3% | -2.7 | -10% | 7% | 9% | -14% | 0.3 | 0
O=C(O)COCC(=O)Nc1ccccc1-c1ccccc1 | -11% | -0.9 | -3% | -3% | 3% | 0%[57.1 µM] | 1.5 | 0
COC(=O)c1ccsc1NC(=O)CCS(=O)(=O)c1ccc(Cl)cc1 | 4% | -2.5 | -21% | 4% | 15% | 0% | -3.5 | u
O=S(=O)(c1ccccc1)c1ccccc1/C=N\O | 4% | -0.1 | 0% | 8% | 6% | -15%[57.1 µM] | -0.8 | 1
Nc1ccccc1NC(=O)CCn1c(=S)[nH]c2ccccc2c1=O | 7% | 0.4 | -9% | 0% | 5% | -6% | 2.1 | 5
Cc1ccc(S(=O)(=O)N2CCN(CC(=O)N(CC(C)C)c3c(N)n(CC(C)C)c(=O)[nH]c3=O)CC2)c(C)c1 | -23% | 0.1 | -7% | -10% | -10% | -6% | 0.6 | -2
Cc1ccccc1CC1(CO)CCCN(C(=O)CCC(=O)c2ccccc2)C1 (configuration not stated) | -3% | -1.9 | -6% | 6% | 0% | -14%[57.1 µM] | 0.5 | 1
Cc1ccc(NC(=O)c2ccn(C(=O)Nc3ccccc3)n2)c(C)c1 | 10% | 0.0 | 2% | 2% | 4% | 0% | -1.6 | -2
O=C(CCNC(=O)c1ccccc1Cl)Nc1ccc(S(=O)(=O)N2CCOCC2)cc1 | -8% | 1.0 | 3% | -5% | 3% | 3% | 0.7 | 16
O=C(NCC1CCCO1)c1ccc(CNS(=O)(=O)c2cccc(Cl)c2)cc1 (configuration not stated) | -29% | -0.3 | u | 5% | 11% | 5% | 0.3 | -20
CC(=O)c1oc2ccccc2c1N | -1% | 1.1 | -4% | 5% | 0% | 2% | 0.6 | x
Fc1ccc(/C=N/Nc2nnnn2-c2ccccc2)cc1 | 16% | -2.8 | -10% | 3% | 9% | -7% | 0.6 | 3
COc1ccc(-c2ccc3nccn3c2)cc1 | -2% | 0.2 | -6% | 0% | 9% | -7% | 0.2 | 0
Cc1csc(NS(=O)(=O)c2ccc(Cl)cc2)n1 | -1% | 0.1 | -26% | -2% | 5% | 1% | -0.4 | 0
CCn1c(SC)nnc1-c1nnc(SC)n1CC | 1% | -0.2 | -1% | 2% | 0% | -2% | 1.5 | 1
CCOC(=O)CSc1nnc(-c2ccc3ncccc3c2)n1C | -1% | 0.5 | 1% | -7% | 7% | 0% | -1.4 | -1

3 compounds from above, showing only WRN inhibitor and EPAC1 agonist:
| SMILES | WRN inhibitor | EPAC1 agonist |
| --- | --- | --- |
| Cc1ccc(S(=O)(=O)N2CCN(CC(=O)N(CC(C)C)c3c(N)n(CC(C)C)c(=O)[nH]c3=O)CC2)c(C)c1 | -6% | -10% |
| CCn1c(SC)nnc1-c1nnc(SC)n1CC | -2% | 2% |
| Fc1ccc(/C=N/Nc2nnnn2-c2ccccc2)cc1 | -7% | 3% |

Three compounds out of the list above, arranged by the value under WRN inhibitor, low to high:
Molecule | EPAC1 antagonist | PLK1 PBD block | WRN inhibitor | CCT modulator | PI5P4K alpha inh
Fc1ccc(/C=N/Nc2nnnn2-c2ccccc2)cc1 | 16% | -10% | -7% | 0.6 | 3
CCn1c(SC)nnc1-c1nnc(SC)n1CC | 1% | -1% | -2% | 1.5 | 1
CCOC(=O)CSc1nnc(-c2ccc3ncccc3c2)n1C | -1% | 1% | 0% | -1.4 | -1

Continuation.
SMILES | EPAC1 antagonist | IL2 activator | PLK1 PBD block | EPAC1 agonist | EPAC2 agonist | WRN inhibitor | CCT modulator | PI5P4K alpha inh
COc1cc(NC(=O)CSc2nnc(NC(C)C)s2)cc(OC)c1OC | -9% | -0.8 | -16% | -2% | 2% | -8% | -0.7 | -1
C[C@@H]1Cc2c(O)c(O)cc(O)c2C(=O)O1 | -22% | 0.7 | -17% | -3% | -1% | -21% | -0.3 | -27
CC[C@@]1(C(=O)OC)N[C@H](CN(C)C(=O)Nc2ccc(Cl)cc2)[C@@H]2C(=O)N(Cc3ccccc3)C(=O)[C@@H]21 | -6% | -0.9 | -10% | 9% | -3% | 1% | -0.2 | 10
COCCNc1oc(/C=C/c2cccc(OC)c2)nc1S(=O)(=O)c1ccccc1 | -28% | -3.5 | -11% | 20% | 22% | -1% | -2.4 | 2
C[C@H](CO)N1C[C@H](C)[C@@H](CN(C)S(=O)(=O)c2ccc(F)cc2)Oc2ccc(NS(=O)(=O)c3ccccc3)cc2C1=O | -19% | -1.9 | -13% | -1% | 9% | -8% | 1.0 | 2
O=C(Nc1ccc2c(c1)OCO2)C1CCN(c2ccc(S(=O)(=O)N3CCOCC3)cc2)CC1 | 14% | -0.4 | -5% | -1% | 3% | 0% | 0.7 | x
